Screens from PubChem BioAssay.
VEEV TC-83 Vero: inhibitors of VEEV TC-83 cytopathic effect, confirmation, Vero cells (AID 588727). 350,000 compounds, 0.13% hits. inhibition, % at 20 µM, or IC50 in µM where a hit was titrated. Vero cells, VEEV TC-83 cytopathic effect inhibition; higher % means a stronger effect; in the data active = a potency from the dose series; inconclusive = inhibition mostly from about 14% at the one dose, without a potency; inactive = the rest, 99 in 100 with inhibition below about 12%; also: strong numbers were not always called active
M. tuberculosis: growth inhibition of non-replicating M. tuberculosis (AID 488890); inhibition, % at 25 µM, or IC50 in µM where a hit was titrated; 320,000 compounds, 0.39% hits; Mycobacterium tuberculosis non-replicating, growth inhibition; higher % means a stronger effect; in the data active = a potency from the dose series; inconclusive = inhibition mostly from about 82% at the one dose, without a potency; inactive = the rest, 99 in 100 with inhibition below about 76%;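 also: plate controls were DMSO cells for no effect and high antibiotic wells for full effect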
Salmonella PhoP GFP: Inhibition of PhoP regulon, Salmonella typhi GFP reporter cells, confirmation, 4 h (AID 1850); Salmonella Typhi PhoP-promoter GFP reporter, fluorescence, 4 h; higher % means a stronger effect; one-dose inhibition, % at 50 µM; IC50 in µM for titrated hits; 310,000 compounds, 0.33% hits; in the data active = a potency from the dose series; inconclusive = inhibition mostly from about 25% at the one dose, without a potency; inactive = the rest, 99 in 100 with inhibition below about 19%;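 also: 0% = induced wells with vehicle and 100% = uninduced wells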
H1N1 NS1A inhibition: H1N1 influenza NS1A inhibitors, functional cell based assay (AID 504329); NS1A functional cell-based assay, percent inhibition; higher % means a stronger effect; inhibition, % at 12.5 µM; hits with a dose series show IC50 in µM; 340,000 compounds, 0.3% hits; in the data active = a potency from the dose series; inconclusive = inhibition above about 27% without an active follow-up result; also: strong numbers were not always called active
H37Rv inhibition: M. tuberculosis growth inhibition, HTS (AID 449762); inhibition, % at 25 µM, or IC50 in µM where a hit was titrated; 330,000 compounds, 0.59% hits; M. tuberculosis H37Rv growth inhibition, 7H9 media; higher % means a stronger effect; in the data active = a potency from the dose series; inconclusive = inhibition above about 70% without an active follow-up result;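 also: bacterial growth assessed after seven days of incubation; strong numbers were not always called active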
VEEV TC-83 Vero 10K pilot screen: also measured in VEEV TC-83 Vero; calls as there; inhibition, %; measured here: 10K pilot screen inhibition
* = called active by the depositor; i = inactive; ? = inconclusive; nt = no result given.

SMILES | VEEV TC-83 Vero | M. tuberculosis | Salmonella PhoP GFP | H1N1 NS1A inhibition | H37Rv inhibition | others
Cc1nc2ccccn2c1C(=O)NN | 1.2% | -9% | 1% | -2% | 4%
O=C(C1CCN(S(=O)(=O)c2cccnc2)CC1)N1CCN(C2CCCC2)CC1 | 0.3% | 1% | 10% | -23% | -11%
O=C(CN1C(=O)c2ccccc2C1=O)N1CCN(C(=O)c2ccco2)CC1 | 0.4% | -8% | 4% | -8% | -8%
CC(=O)c1sc(Nc2cccc(C)c2)nc1C | 4.8% | 2% | 7% | -9% | 7%
Cc1cc(Cl)cc(Cl)c1OCCOc1cccc2cccnc12 | 3.5% | 78% | 4% | -1% | 59%
O=C(CSc1nnc(Nc2ccccc2F)s1)c1cc2ccccc2o1 | 1.0% | 19% | -9% | -10% | 3%
Cc1ccc(N(C(=O)c2csnn2)C(C(=O)NCc2ccccc2)c2ccccn2)cc1 (stereo not drawn) | 0.2% | 5% | 4% | 1% | -5%
O=c1c2ccccc2cnn1CCOc1ccccc1 | 0.2% | 36% | -10% | -4% | 1%
COc1cc(/C=C/C(=O)OCC(=O)Nc2nnc(-c3ccccc3)o2)cc(OC)c1OC | 12% | -23% | -6% | -6% | 8%
COc1cccc(C(C2=C(O)CC(C)(C)CC2=O)C2C(=O)CC(C)(C)CC2=O)c1 (stereo not drawn) | i | ? | -4% | 13% | 3% | VEEV TC-83 Vero 10K pilot screen=0.1
CCCn1c(C(C)C)n[nH]c1=S | i | -9% | 0% | 14% | 2%
CCSc1nnc(C)c2ccccc12 | 0.3% | 3% | -7% | -5% | -10%
O=C(CN(C(=O)CCC(=O)Nc1ccccn1)c1ccc(F)cc1)NCc1ccc(F)cc1 | 0.4% | -2% | -10% | 5% | 7%
Cc1noc(C)c1CSc1nc2ccccc2n1CCc1ccccc1 | i | 31% | -11% | -8% | -1%
O=c1c2ccccc2cnn1Cc1n[nH]c(=S)n1-c1ccccc1 | i | 4% | -12% | 8% | -4%
ClC(Cl)(Cl)c1ccccc1 | i | 6% | nt | 4% | -8%
CCOc1ccc(NS(=O)(=O)c2cc(C(=O)N3CCN(c4ccccc4O)CC3)ccc2Cl)cc1 | 7.5% | nt | nt | -5% | nt
OC(CSc1ccc(F)cc1)CN1CCN(c2ccccc2)CC1 (stereo not drawn) | 1.9% | 24% | 9% | -1% | -1%
C#CCOCCOCCOCCNc1nc(N2CCN(C(=O)[C@H]([C@@H](C)CC)n3cc(CCCN=C(N)N)nn3)CC2)nc(N2CCN(C(=O)[C@H](CCCCN)n3cc(CC(C)O)nn3)CC2)n1 (stereo partly drawn) | i | 34% | 7% | -19% | -8%
Clc1cccc(-c2nc(NCC3CCCO3)c3ccccc3n2)c1 (stereo not drawn) | 7.2% | 27% | 4% | -12% | 17%
Cn1c(-c2cc3c(C(F)(F)F)nn(C)c3s2)n[nH]c1=S | 3.7% | -7% | 8% | -17% | 2%
Cc1ccccc1N1CCN(S(=O)(=O)c2nnc(NC(=O)c3ccc(F)cc3)s2)CC1 | 2.9% | -5% | -5% | -1% | -9%
Fc1cccc(Cc2noc(CN3CCN(c4cnccn4)CC3)n2)c1 | 0.9% | 6% | 10% | -9% | 6%
CCO[C@@H]1OC(C(=O)N2CCOCC2)=C[C@H](c2coc3ccccc3c2=O)[C@H]1CCCO | 0.2% | 11% | -7% | 5% | -7%
O=C(O)CCc1nnc(SCC(=O)Nc2cccc(C(F)(F)F)c2)[nH]c1=O | 1.2% | 3% | -7% | -7% | 6%
CCOC(=O)c1cc(C)n(S(=O)(=O)c2ccc(C)cc2)c1C | 3.0% | -7% | -6% | 3% | -6%
Cc1cccnc1NC(=O)C1CCN(S(=O)(=O)c2cccs2)CC1 | 0.9% | -16% | -2% | 11% | -18% | VEEV TC-83 Vero 10K pilot screen=0.6
COc1ccccc1CNS(=O)(=O)c1c(C)[nH]c(C)c1C(=O)N1CCCC1 | i | -9% | 1% | 3% | 0%
CC(C)Cn1c(SCC(N)=O)nnc1-c1cccc(S(=O)(=O)N2CCOCC2)c1 | 0.8% | 8% | nt | 0% | 5%
COc1ccc(OC)c(NC(=O)C2C3CCC(O3)C2C(=O)O)c1 (stereo not drawn) | nt | 3% | -4% | nt | -3%
CCc1ccc(CN2C(=O)c3ccccc3C2C(=O)NC(C)CC)cc1 (stereo not drawn) | 0.3% | -5% | -3% | -1% | 2%
Cc1ccc(S(=O)(=O)C2(C(=O)Nc3ccc4c(c3)OCO4)CC2)cc1 | 0.6% | nt | -22% | -2% | -6%
O=C(Oc1ccc(/C=N/O)cc1)c1ccccc1 | 0.6% | 39% | -7% | 3% | -5%
COc1cccc(CNc2cccc(C(F)(F)F)c2)c1O | 0.8% | 23% | 1% | -2% | 3%
C=CCn1c(SCC(=O)Nc2c(C)nn(Cc3ccccc3)c2C)nnc1C(O)c1ccccc1 (stereo not drawn) | i | 2% | -5% | 6% | 6%
COc1ccc(Cc2nnc(NC(C)=O)s2)cc1 | 0.1% | 0% | -1% | 3% | -5%
CN(C)CCCNC(=S)N(Cc1cccs1)Cc1cc2cc3c(cc2[nH]c1=O)OCCO3 | 9.2% | 57% | 16% | 8% | 39%
CC(C)N(Cc1nc(COc2ccccc2)no1)Cc1nccn1C | 2.1% | 13% | 5% | -1% | -5%
O=C(Nc1nncs1)c1cc(S(=O)(=O)N2CCCCC2)ccc1Cl | i | -10% | 11% | 10% | -9%
CCn1c(-c2ccco2)n[nH]c1=S | 0.7% | 40% | -3% | 2% | -8%

Grouped by structure: the entries above with an NH in an aromatic ring
SMILES | VEEV TC-83 Vero | M. tuberculosis | Salmonella PhoP GFP | H1N1 NS1A inhibition | H37Rv inhibition | others
CCCn1c(C(C)C)n[nH]c1=S | i | -9% | 0% | 14% | 2%
O=c1c2ccccc2cnn1Cc1n[nH]c(=S)n1-c1ccccc1 | i | 4% | -12% | 8% | -4%
Cn1c(-c2cc3c(C(F)(F)F)nn(C)c3s2)n[nH]c1=S | 3.7% | -7% | 8% | -17% | 2%
O=C(O)CCc1nnc(SCC(=O)Nc2cccc(C(F)(F)F)c2)[nH]c1=O | 1.2% | 3% | -7% | -7% | 6%
COc1ccccc1CNS(=O)(=O)c1c(C)[nH]c(C)c1C(=O)N1CCCC1 | i | -9% | 1% | 3% | 0%
CN(C)CCCNC(=S)N(Cc1cccs1)Cc1cc2cc3c(cc2[nH]c1=O)OCCO3 | 9.2% | 57% | 16% | 8% | 39%
CCn1c(-c2ccco2)n[nH]c1=S | 0.7% | 40% | -3% | 2% | -8%

Carrying on:
SMILES | VEEV TC-83 Vero | M. tuberculosis | Salmonella PhoP GFP | H1N1 NS1A inhibition | H37Rv inhibition | others
O=C(NCCn1cccn1)c1ccc(OC2CCN(CCc3ccccc3)CC2)cc1 | 1.4% | -7% | -21% | 7% | 5%
c1ccc(C(c2ccccc2)c2nc(-c3cccnc3)no2)cc1 | 0.8% | 20% | 2% | -7% | 4%
COc1cnc(-c2ccccc2)nc1Oc1ccccc1C | 0.1% | 21% | 2% | -5% | 4%
CS(=O)(=O)c1cnc(-c2ccccc2)nc1-c1ccc(Cl)c(Cl)c1 | 2.2% | -17% | -5% | -5% | -4%
CC(C)(C)C#CCn1c(/C=[N+](\[O-])C2CCCCC2)nc2ccccc21 | i | 15% | -28% | -3% | 42%
COc1ccc(CSc2nc(C)cc(C)c2C#N)cc1 | 1.9% | 10% | 3% | 12% | 3%
C=CCNc1nc(Nc2ccc(Cl)cc2)nc(OC)n1 | 1.8% | 66% | 7% | -3% | 62%
CC(Oc1ccc2ccccc2c1)C(=O)NNC(=S)NC(=O)c1ccco1 (stereo not drawn) | 25µM* | i | -10% | -1% | 6.1µM*
Cc1ccccc1N1CCN(C(=O)[C@@H]2CCCN2C2=NS(=O)(=O)c3ccccc32)CC1 | i | 19% | nt | 6% | 7%
C=CC[C@@H](CC(=O)N[C@H](CO)Cc1ccccc1)C(=O)N[C@@H](COC(=O)[C@@H](CC=C)Cc1ccc(F)cc1)Cc1ccccc1 | 0.9% | -6% | nt | 4% | 7%
COc1ccc(C)cc1NC(=O)C12CCC(C)(C(=O)O1)C2(C)C (stereo not drawn) | 2.9% | 2% | -20% | 7% | 6%
c1cc2n(c1)-c1c(ccc3c1OCO3)CNC2c1ccc2c(c1)OCO2 (stereo not drawn) | 2.9% | 26% | -6% | 17% | 2%
CCCc1nc(-c2cc3cc(C)ccc3[nH]c2=O)no1 | 1.1% | -3% | 4% | 9% | 1%
COc1ccc(CCNC(=O)Cn2c([N+](=O)[O-])cnc2C)cc1OC | 0.9% | -1% | 1% | 10% | 6%
Cc1ccc(/C(O)=C2/C(=O)C(=O)N(Cc3ccco3)C2c2cccs2)cc1 (stereo not drawn) | i | 44% | 7% | -3% | 6%
CN(C)CCCNc1cc(C(C)(C)C)nc2c(-c3ccccc3)cnn12 | i | i | 32µM* | 10% | ?
Cc1cc(S(=O)(=O)N2CCCCC2)ccc1OCC(=O)N1CCOCC1 | i | 4% | 0% | 2% | -6%
Cc1ccccc1OC(C)C(=O)NCCCN1CCOCC1 (stereo not drawn) | 1.6% | -9% | -1% | 1% | -10%
O=C(O)CCCC(=O)Nc1ccc2c(c1)oc1ccccc12 | i | 20% | 0% | 0% | 25%
O=c1c2[nH]c3ccc(F)cc3c2ncn1CC1CCCO1 (stereo not drawn) | i | -2% | 13% | -5% | -1%
CCOC(=O)C1CCN(S(=O)(=O)c2cc3c4c(c2)C(C)C(=O)N4CCC3)CC1 (stereo not drawn) | 2.7% | -11% | -5% | -8% | -4%
Cc1ccc(NC(=O)CSc2nc(=O)n(CCN(C)C)c3c2CCCC3)cc1Cl | 6.7% | 33% | 12% | 16% | 0%
COc1ccc(C(=O)Nc2ccc3c(c2)C(=O)c2ccccc2C3=O)cc1OC | 1.6% | -4% | -6% | -2% | 4%
COC(=O)c1c(NC(=O)Cn2cnc([N+](=O)[O-])n2)sc2c1CCC(C)C2 (stereo not drawn) | i | -6% | 0% | -8% | 8%
COC(=O)C1C(O)CCC2CN3CCc4c([nH]c5ccccc45)C3CC21 (stereo not drawn) | i | 4% | 14% | 7% | 1%
COc1cccc(-c2csc(N3CCN(C(=O)Nc4ccc(F)cc4)CC3)n2)c1 | 6.0% | 54% | 7% | 2% | ?
CC(=O)NC(=S)Nc1ccc(S(=O)(=O)N(C)Cc2ccccc2)cc1 | 10% | -5% | 6% | 1% | 10%
CC(=O)Nc1nc2cc(N)ccc2s1 | 1.7% | 22% | nt | -7% | -5%
O=C(C1=C[C@H](C2CCCCC2)C[C@H](OCc2ccc(CO)cc2)O1)N1CCN(Cc2ccccc2)CC1 | 2.2% | 29% | 2% | 0% | 57%
COc1ccc(NC(=O)Cn2ncn3c(cc4ccccc43)c2=O)c(OC)c1OC | 0.9% | 12% | 9% | 1% | 7%
Cc1ccc(S(=O)(=O)NCCCN(C)C)cc1 | 2.0% | 12% | -20% | 15% | -5%
CCN(CC)S(=O)(=O)c1ccc(C(=O)N2CCN=C2SCc2cccnc2)cc1 | i | -11% | -9% | 4% | -10%
Cc1[nH]c(C)c(S(=O)(=O)N2CCN(c3cccc(C(F)(F)F)c3)CC2)c1C(=O)N1CCCCC1 | 22µM* | 7% | 3% | -4% | -5%
Cc1cc(C)c2c(CC(=O)NC(C)C)coc2c1 | 1.2% | 19% | -2% | 2% | -5%
Clc1ccc2c(c1)C=Nc1c(NCc3ccccc3)ncnc1O2 | 1.0% | -9% | 8% | -4% | -2%
COC(=O)c1ccc(N2CCOCC2)c(NC(=O)c2cccnc2)c1 | 5.7% | -9% | -6% | -7% | -7%
CCCCn1c(SCC(=O)Nc2cc(C)[nH]n2)nc2ccsc2c1=O | 0.4% | 2% | 0% | 0% | -2% | VEEV TC-83 Vero 10K pilot screen=1.1
Cc1c(S(=O)(=O)N2CC(C)CC(C)C2)c(=O)n(C)c(=O)n1C (stereo not drawn) | 2.2% | -19% | -1% | -10% | -8%
CN1C(=O)c2ccccc2C(C(=O)NCCCN2CCCC2=O)C1c1c[nH]c2ccccc12 (stereo not drawn) | nt | 11% | -8% | nt | 8%
O=C(NC12CC3CC(CC(C3)C1)C2)N1CCN(C2CCCCC2)CC1 | 0.3% | 17% | -8% | -7% | -9%
COc1ccc(C(=O)COC(=O)CCN2C(=O)[C@@H]3[C@H](C2=O)[C@@H]2C[C@H]3C(Br)C2Br)cc1 (stereo partly drawn) | 0.7% | -12% | 9% | 3% | 1%
